Screens deposited in PubChem BioAssay by several laboratories.
IL1B cytotox = cytotoxicity in IL-1B stimulated HUVEC, primary screen, cytotoxicity control for IL-1B NFkB translocation project, imaging, Hoechst nuclear count, IL-1B stimulus; cell count reduction, % at 2 µM; AID 845, 2007; HUVEC cell count loss; 0.41% of 94,000 active;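 active = cell count reduction more than 3 SD above the screen-wide mean, cut at about 70% in these data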;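 also: normalized per plate to untreated control cells as the no-loss baseline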
PLK1 kinase inh = human PLK1 kinase inhibitors, primary screen, biochemical, TR-FRET; Serine/threonine-protein kinase PLK1 (Homo sapiens), P53350; recombinant PLK1 kinase, TR-FRET peptide phosphorylation; inhibition, % at 10 µM; 0.53% of 97,000 active;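 active = inhibition of 50% or more in the single-concentration screen; inactive = inhibition below 50%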;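 also: 0% = DMSO max control and 100% = H-89 dihydrochloride min control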
Target sequence (P53350 whole entry, looked up): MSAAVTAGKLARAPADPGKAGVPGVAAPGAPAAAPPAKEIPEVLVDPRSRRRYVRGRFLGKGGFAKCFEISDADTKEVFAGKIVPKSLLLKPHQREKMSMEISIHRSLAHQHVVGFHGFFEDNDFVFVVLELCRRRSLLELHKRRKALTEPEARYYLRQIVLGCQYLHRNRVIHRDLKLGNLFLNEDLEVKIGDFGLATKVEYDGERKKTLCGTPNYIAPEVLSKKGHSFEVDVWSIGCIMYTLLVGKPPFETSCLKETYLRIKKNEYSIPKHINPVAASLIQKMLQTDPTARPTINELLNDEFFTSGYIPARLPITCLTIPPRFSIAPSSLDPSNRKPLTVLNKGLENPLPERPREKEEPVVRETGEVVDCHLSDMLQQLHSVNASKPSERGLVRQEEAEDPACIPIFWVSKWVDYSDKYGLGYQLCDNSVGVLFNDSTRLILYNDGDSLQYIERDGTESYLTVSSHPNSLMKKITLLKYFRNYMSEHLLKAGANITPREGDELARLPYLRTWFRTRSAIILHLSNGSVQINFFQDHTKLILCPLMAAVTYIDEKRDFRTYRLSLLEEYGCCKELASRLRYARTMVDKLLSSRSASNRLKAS
F-actin modifier = modifiers of F-actin cytoskeleton organization, primary screen, imaging, HUVEC, phalloidin staining, high-content imaging | inhibition, % at 2 µM | AID 836, 2007 | 0.18% of 91,000 active | HUVEC TNFa F-actin phalloidin imaging;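 active = inhibition above the batch mean plus 3 SD and confirmed as a hit by visual image inspection, cut at about 30% in these data, passing the limit was not always enough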; also: strong numbers were not always called active
hDAT+cocaine = changed hDAT dopamine uptake under cocaine IC80, either direction, primary screen, cocaine antagonist project, cell-based, LLC-PK1 hDAT, [14C]-dopamine uptake, MLSMR; Sodium-dependent dopamine transporter (Homo sapiens), Q01959; LLC-PK1 hDAT cells, [14C]-dopamine uptake with cocaine IC80; actives deviate in either direction; B-score at 10 µM; 1.3% of 110,000 active; AID 449768, 2010;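 active = Z score or B-score, a plate-position-corrected score, falls beyond the plate's 99.7% confidence bounds, in either direction; inactive = both scores lie inside the 99.7% bounds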;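 also: scored against the spread of the other compound wells on the same plate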
HUVEC tox TNFa = cytotoxicity in TNFa-stimulated HUVEC, primary screen, cytotoxicity control for VCAM1 expression modulator project, imaging, Hoechst nuclei count; HUVEC TNFalpha-stimulated, Hoechst cell count; cell count reduction, % at 2 µM; 0.17% of 93,000 active; AID 848, 2007;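 active = cell count reduction exceeding the screen mean by over 5 SD, scaled to untreated wells per plate, cut at about 78% in these data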;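 also: cells counted after 24 h of TNF alpha exposure following the 1 h pretreatment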
sEH inh = soluble epoxide hydrolase inhibitors, primary screen, biochemical, human sEH. Bifunctional epoxide hydrolase 2 (Homo sapiens), P34913. inhibition, % at 2 µM. recombinant human sEH enzymatic activity assay. 0.34% of 91,000 active; in the data active = inhibition above about 80%; also: values of inactives mirror those of a sister screen read the other way; many of its hits are not listed in these tables
VCAM1 TNFa inh = inhibitors of TNFa-induced VCAM1 expression, primary screen, imaging, HUVEC, TNFa stimulus, immunofluorescence; HUVEC TNFa-induced VCAM-1 immunofluorescence, high-content imaging; 0.48% of 95,000 active; inhibition, % at 2 µM;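 active = inhibition above the batch mean plus 3 SD, with images confirmed as a hit by eye, cut at about 37% in these data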;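 also: 0% = TNF-stimulated DMSO wells and 100% = unstimulated control wells; not every result past the cut was called active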
PLK1 PBD inh = Plk1 polo box domain binding inhibitors, primary screen, biochemical, fluorescence polarization. Serine/threonine-protein kinase PLK1 (Homo sapiens), P53350. Plk1 PBD phosphopeptide binding. inhibition, %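 (tested at about 20 µM)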. 0.13% of 97,000 active. AID 693, 2007; in the data active = inhibition above about 34%, passing the limit was not always enough
Ecoli WT expand = growth inhibitors of wild-type E. coli, primary screen, strain BW25113, expanded library, OD600; OD600 absorbance; growth inhibition, % at 100 µM; 0.15% of 98,000 active; AID 710, 2007;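 active = growth inhibition above about 50% at one test dose, limit read from the data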;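 also: growth measured after 20 h incubation at 37 °C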
* = called active by the depositor; nt = not tested or not shown.

SMILES | IL1B cytotox | PLK1 kinase inh | F-actin modifier | hDAT+cocaine | HUVEC tox TNFa | sEH inh | VCAM1 TNFa inh | PLK1 PBD inh | Ecoli WT expand
Cc1c(C(=O)O)sc2ncn(C)c(=O)c12 | 3 | -8 | 10 | 0.61 | -5 | -1 | 16 | 23 | 0
O=C(NC1CCCCC1)c1cc(-c2ccco2)on1 | -3 | -1 | -6 | nt | -19 | nt | -3 | 24 | -4
O=C(Nc1cccnc1)c1c(O)c2cccc3c2n(c1=O)CC3 | 4 | -8 | -12 | 0.72 | -10 | -7 | 12 | -26 | -1
CCOC(=O)c1c(C)nc2sc(C(=O)Nc3ccccc3)c(N)c2c1-c1ccc(OC)cc1 | -12 | -20 | -27 | 1.9 | 2 | -4 | 5 | -14 | -16
CC1CCCN(C(=O)c2ccc3nc[nH]c3c2)C1 (stereo unspecified) | -5 | -18 | 3 | 0.32 | -20 | -3 | 11 | -12 | -2
COc1ccccc1C(=O)Nc1ccc(N2CCCCC2)cc1 | -8 | -11 | -13 | 0.32 | 7 | -8 | 12 | -11 | -3
C=CCSC1=C(C#N)C(c2ccccc2)CC(=O)N1 (stereo unspecified) | 0 | -11 | -2 | 1.7 | -23 | 1 | 7 | -8 | 6
COc1ccc(N(CC(=O)N2CCc3ccccc3C2)S(=O)(=O)c2c(C)[nH]c(=O)[nH]c2=O)cc1 | 3 | -8 | 5 | 0.012 | -18 | -12 | 5 | 13 | 3
O=C(COC(=O)c1cnccn1)c1ccc2c(c1)CCCC2 | 12 | -17 | 6 | -0.019 | -21 | 10 | -8 | -14 | 4
Cc1cccc(N(CC(=O)NC2CCCC2)C(=O)CS(=O)CC(=O)Nc2ccc3c(c2)OCO3)c1C (stereo unspecified) | 7 | -13 | 6 | -0.074 | 9 | 9 | 16 | -4 | nt
Cc1ccc(-n2nnnc2SCC(=O)Nc2ccc3c(c2)COC3=O)cc1C | -28 | -9 | 10 | 0.0049 | -4 | 50 | 0 | -23 | -2
CN(C)c1ccc(CNC23CC4CC(CC(C4)C2)C3)cc1 | -3 | 2 | 15 | nt | -4 | -6 | -4 | -16 | nt
O=C(c1ccccc1-c1ccccc1)N1CCN(c2ccccn2)CC1 | -27 | -11 | -7 | nt | -14 | 7 | 0 | 23 | 8
CCCCOc1ccc(S(=O)(=O)Nc2cc(OC)ccc2OC)cc1 | 7 | -2 | -16 | -0.62 | -27 | 5 | -10 | 0 | -9
O=C(Nc1cccnc1)c1cnn2cccnc12 | 2 | 76* | 14 | -0.4 | -29 | 6 | -2 | 1 | 10
COc1ccc2nc(SCC(=O)NN)cc(C)c2c1 | 10 | -15 | -14 | -0.39 | 4 | -6 | -1 | 22 | 9
O=C(c1cnn2c(C(F)F)cc(-c3ccccc3)nc12)N1CCN2CCCC2C1 (stereo unspecified) | -10 | -4 | -4 | -0.19 | -15 | 9 | 6 | -12 | 0
COc1cccc(NC(=O)CSc2nnc(COc3ccc4c(c3)CCCC4)o2)c1 | -32 | -10 | -3 | -0.5 | -10 | 1 | -5 | 14 | nt
c1coc(Cn2nnnc2CN2CCN(C3CCCC3)CC2)c1 | -18 | -17 | 14 | -0.88 | -16 | 2 | 6 | 1 | 4
Cc1cc2oc(=O)cc(CN3CCC(C)CC3)c2cc1Cl | 15 | -14 | 24 | -0.078 | -38 | 0 | -16 | -25 | 3
O=C(CCSc1ccccc1)NCC1CCCO1 (stereo unspecified) | -31 | -9 | 7 | 1.6 | -23 | 1 | 1 | -16 | -1
O=S(=O)(/C=C/c1ccccc1)NCCc1ccccn1 | 3 | 2 | -9 | 0.039 | -18 | -3 | -2 | -18 | 7
CC1=C([N+](=O)[O-])C(c2ccccc2)C2=C(N1)c1ccccc1C2=O (stereo unspecified) | -20 | -9 | 9 | 0.16 | 47 | -12 | 44* | -12 | 1
COc1ccccc1Nc1ncccc1C(=O)NCc1ccccc1 | -1 | -12 | -11 | 0.068 | 7 | -14 | 9 | 12 | -2
OC(COc1c(F)cc(Br)cc1F)CN1CCN(c2ccc(F)cc2)CC1 (stereo unspecified) | -4 | -8 | -15 | nt | -14 | -12 | -3 | -21 | -7
Cc1onc(-c2c(Cl)cccc2Cl)c1C(=O)N1CCc2ccccc21 | -11 | -8 | 18 | -2 | -20 | -5 | 5 | 18 | -14
O=C(CSc1nnnn1C1CCCCC1)Nc1ccc2c(c1)OCO2 | -28 | -3 | 8 | 0.71 | -37 | -2 | -7 | -3 | -8
CS(=O)(=O)Nc1ccc(C(=O)NCCC2=CCCCC2)cc1 | 6 | -7 | 1 | 0.0036 | 3 | 14 | -16 | 9 | 0
CCN1C(=O)c2cccc3c(NS(=O)(=O)c4ccc(NC(C)=O)cc4)ccc1c23 | -11 | -13 | -25 | -0.95 | -27 | -19 | 25 | -18 | 8
O=C(N/N=C/c1ccco1)/C(=C/c1cccc([N+](=O)[O-])c1)NC(=O)c1ccccc1 | -4 | -9 | 0 | 0.88 | 0 | -1 | -9 | 12 | -5
Cc1ccc(NC(=O)CN(C)S(=O)(=O)c2cccc3nsnc23)cc1Cl | -27 | 30 | 13 | 0.0065 | -40 | 8 | -2 | -15 | -9
CCCOc1cccc(C(=O)N(Cc2ccco2)C2CCS(=O)(=O)C2)c1 (stereo unspecified) | 1 | -12 | 12 | -0.56 | -6 | -2 | 9 | -12 | 5
CC(C)(C)C1CCC2(CC1)C(C#N)=C(SCC(=O)NC1CCCCC1)NC(=O)C2C#N (stereo unspecified) | 16 | -8 | -21 | -0.011 | -2 | 30 | 7 | 16 | 2
NC(=O)N1CCN(C(=O)c2ccco2)CC1 | 84* | -8 | 17 | -1 | -7 | -6 | -6 | -8 | 0
CC(=O)NCC(=O)OCC(=O)c1ccc(C)cc1 | -52 | -12 | 18 | 1.2 | 0 | -6 | 12 | 20 | 3
O=C(O)Cn1nnnc1SCC(=O)Nc1ccc(OC(F)(F)F)cc1 | 1 | -2 | -26 | -0.4 | -13 | 5 | -6 | -25 | 3
Cc1nn(Cc2ccccc2)c2c1C(c1ccc(Cl)cc1)C(C#N)=C(N)O2 (stereo unspecified) | 6 | -14 | 3 | -0.0027 | -15 | 5 | 2 | -1 | nt
FC(F)(F)c1cc(Sc2ccccc2)nc(-c2ccccn2)n1 | 11 | -5 | 9 | 0.43 | -24 | 4 | -5 | 22 | 11
COc1ccc(C)cc1-n1nnnc1SCC1CCCO1 (stereo unspecified) | -3 | -4 | -17 | -0.092 | -19 | -1 | 6 | -1 | -10
C=CCn1c(N)c(C(=O)OCC(C)C)c2nc3ccccc3nc21 | 14 | -13 | -26 | 1.4 | 73 | nt | 94* | -3 | 13
CCOC(=O)c1ccc(CC(=O)c2ccc(O)cc2O)o1 | 9 | -11 | -3 | -0.73 | 2 | 8 | 10 | 17 | 11
O=C1c2ccccc2C(=O)N1CCCCN(C(=O)c1cccc([N+](=O)[O-])c1)c1ccc(Cl)cc1 | 25 | -3 | -4 | 0.5 | 9 | -5 | -2 | 6 | -6
Cc1ccc2nc(NC(=O)CN(C)S(=O)(=O)c3ccc(Br)s3)sc2c1 | 29 | -28 | 4 | -0.039 | -5 | 1 | 3 | -6 | -10
O=C(Cc1ccc(-n2cccc2)cc1)NC1CCCCC1 | -1 | -2 | -16 | 1.2 | -24 | 54 | 9 | -10 | -6
Cc1ccc2nc(SCCC(=O)O)cc(C)c2c1 | 18 | -1 | 4 | 0.0025 | -2 | -4 | -4 | 12 | -2

In the list so far, these have an NH in an aromatic ring:
SMILES | IL1B cytotox | PLK1 kinase inh | F-actin modifier | hDAT+cocaine | HUVEC tox TNFa | sEH inh | VCAM1 TNFa inh | PLK1 PBD inh | Ecoli WT expand
CC1CCCN(C(=O)c2ccc3nc[nH]c3c2)C1 (stereo unspecified) | -5 | -18 | 3 | 0.32 | -20 | -3 | 11 | -12 | -2
COc1ccc(N(CC(=O)N2CCc3ccccc3C2)S(=O)(=O)c2c(C)[nH]c(=O)[nH]c2=O)cc1 | 3 | -8 | 5 | 0.012 | -18 | -12 | 5 | 13 | 3

Additional records follow.
SMILES | IL1B cytotox | PLK1 kinase inh | F-actin modifier | hDAT+cocaine | HUVEC tox TNFa | sEH inh | VCAM1 TNFa inh | PLK1 PBD inh | Ecoli WT expand
CCOC1CCCCC1NS(=O)(=O)c1ccc(Cl)cc1 (stereo unspecified) | 1 | -9 | 7 | 0.0041 | -22 | 3 | -14 | -29 | -8
CCCCSc1nc(C)cc(SCC(=O)N/N=C/c2cccc(OC)c2O)n1 | -43 | -12 | 31 | nt | 42 | 12 | 44* | -33 | 3
O=C(CN1CCN(S(=O)(=O)c2ccc(F)cc2)CC1)Nc1ccc2c(c1)OCO2 | -8 | -10 | -32 | -0.84 | -8 | 13 | -20 | -8 | -3
COc1ccc(C(=O)/C=C(\C)Nc2ccc3c(c2)OCO3)cc1 | -5 | -5 | 4 | -0.00022 | -12 | 2 | 8 | -8 | -6
O=S(=O)(/N=C(/c1ccc(Cl)cc1)N1CCOCC1)c1ccc(Cl)cc1 | -9 | -14 | 10 | 2* | -32 | -5 | -16 | -6 | 4
COc1cccc(-c2nc(-c3ccccn3)no2)c1 | -5 | -12 | 31 | 1.1 | -3 | 1 | -13 | -1 | 13
COc1ccc(C(=O)CSc2nnc(COc3ccccc3)n2Cc2ccco2)cc1 | 46 | -6 | -31 | 0.21 | -4 | -28 | -1 | -3 | -10
C=CCn1c(SCC(=O)NCc2ccco2)nc2sc3c(c2c1=O)CCCC3 | 16 | -7 | 14 | -0.4 | -18 | 2 | 4 | -20 | -7
Cc1c(C#N)c2ccccc2n1CC(=O)NCC1CCCO1 (stereo unspecified) | -28 | 6 | 1 | -0.15 | -29 | 4 | 4 | 8 | 2
COc1cc(OC)cc(C(=O)n2cnnc2N)c1 | -9 | -8 | -15 | -0.35 | 1 | -5 | 1 | 13 | 3
COc1cccc(C(=O)n2cnnc2N)c1OC | -19 | 128* | -8 | -0.38 | 0 | 19 | 15 | -7 | -1
NC(=S)Nc1cc2ccccc2c2ccccc12 | 17 | -17 | -7 | -0.017 | -23 | -20 | 12 | 10 | 9
O=C(NCc1ccco1)c1ccccc1-c1ccccc1 | 0 | -8 | -20 | 0.26 | 0 | 5 | -6 | 19 | -8
Cc1cc2cc(CNC(=O)CC(C)C)ccc2n1C | -24 | -6 | -28 | -1.2 | -21 | nt | 6 | -24 | -3
O=C1CC(c2ccccc2)CC(O)=C1C=NC1CCCCC1 (stereo unspecified) | 10 | -10 | 16 | nt | -10 | -10 | -35 | 23 | -1
COC(=O)c1ccc(C(=O)OC)c(NC(=O)COC(=O)CC2CC3CCC2C3)c1 (stereo unspecified) | 8 | -9 | 10 | 0.23 | -14 | 10 | 10 | 3 | -13
CN1CCN(CCCNC(=O)c2ccc3c(c2)N(Cc2ccccc2)CCS3)CC1 | -6 | -8 | 8 | -0.32 | -26 | nt | 2 | 0 | 5
N#Cc1c(NC(=O)c2ccccc2)sc2c1CCC2 | -11 | -11 | -4 | -1.1 | -1 | -3 | 6 | 21 | -17
NNC(=O)CCc1c[nH]c2ccccc12 | 5 | -10 | 10 | -0.47 | -33 | 8 | 19 | -7 | nt
CCOC(=O)Cc1c(C)nc(-c2ccccc2)[nH]c1=O | -7 | -4 | -35 | -0.48 | 2 | -5 | 11 | -31 | 1
CCCCCc1c(C)c(C#N)c2nc3ccccc3n2c1-n1ccnc1C | 0 | 8 | 16 | -0.22 | -42 | -10 | 3 | -21 | -9
